From PubChem BioAssay
Tb PGK inh: inhibitors of T. brucei phosphoglycerate kinase. P07378. hit rate 0.043% among 380,000. Potency, µM (doses to about 57.5 µM), inactives show at the highest dose activity change, negative = inhibition, usual class: inhibitors. PGK/GAPDH coupled, Kinase-Glo luminescence, 60 min; further: on the % scale 0 is the no-effect control and ±100 the full control effect; nearly all actives have a fitted effect of over 60% in size
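Recombinant glycosomal PGK reaction used 1,3-bisphosphoglycerate generated in-well by GAPDH (100nM final) in 100mM TEA pH 7.6, 5mM MgCl2, 0.01% Tween-20. After 60 minutes at room temperature, ATP was read by Kinase-Glo Plus luminescence end-point.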
Pin1 inh: inhibitors of human Pin1; Pin1 FP peptide displacement, HiFluor488, 10 min; hit rate 0.009% among 390,000; Potency, µM (doses to about 115 µM), for the others: at the top dose activity, negative = inhibition, most hits filed as inhibitors; AID 504891; active means well fitted inhibition curve with a large enough effect in the polarisation, with a control signal flat, not every such curve was filed as active; inconclusive means small, poorly fitted or top-dose-only effect, or effect the other way, or a change in a side signal; inactive means no such curve, though single readings can be large or run the other way; the % refers to the polarisation; further: on the % scale 0 is the no-effect control and ±100 the full control effect
JMJD2A Tudor: inhibitors of human JMJD2A Tudor domain | O75164 | Potency, µM (top dose mostly 114 µM), without a hit: at the highest dose activity change, negative = inhibition, hits mostly inhibitors | AID 504339 | hit rate 4.4% among 390,000 | AlphaScreen JMJD2A-Tudor / H3K4me3 peptide binding; further: on the % scale 0 is the no-effect control and ±100 the full control effect; nearly all actives have a fitted effect of over 50% in size
Pol iota inh: DNA polymerase iota (human) inhibition; Q9UNA4; Pol iota fluorescent replication assay, 10 min; Potency, µM (series often up to 115 µM), inactives show at the top dose activity, negative = inhibition, actives largely listed as inhibitors; hit rate 1% among 390,000; AID 588590
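Fluorescent replication assay read twice, at 0 min and 10 min after adding 50 nM (final) substrate. Enzyme (10 nM) and compounds were first incubated 15 min at room temperature; enzyme-free buffer wells were negative controls.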
HP1b chromo inh: blocks HP1-beta chromodomain binding to methylated histone tails; P83916; AlphaScreen HP1-beta / biotin-H3K9me3 peptide binding; Potency, µM (series often up to 114 µM), inactives show at the highest dose activity change, negative = inhibition, hits mostly inhibitors; hit rate 0.56% among 390,000; further: nearly all actives have a fitted effect of over 70% in size; inactives centre near 23
Target sequence (P83916 whole entry, looked up): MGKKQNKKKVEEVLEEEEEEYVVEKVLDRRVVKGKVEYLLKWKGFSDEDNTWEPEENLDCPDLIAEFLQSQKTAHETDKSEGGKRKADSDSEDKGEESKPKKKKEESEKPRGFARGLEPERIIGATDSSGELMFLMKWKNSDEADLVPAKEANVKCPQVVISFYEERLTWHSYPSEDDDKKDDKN
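HP1-beta protein (50 nM final) preincubated 30 min at room temperature with biotinylated H3(1-18)K9me3 peptide (50 nM) in PBS pH 7.4, 0.01% Tween-20, then compound added for 30 min. AlphaScreen streptavidin donor/nickel chelate acceptor beads (10 ug/mL final), 30 min dark, luminescence read.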
BAZ2B block: inhibitors of human BAZ2B bromodomain | AID 504333 | hit rate 4.4% among 360,000 | AlphaScreen BAZ2B-H3K14Ac peptide displacement | Q9UIF8 | Potency, µM (series often up to 114 µM), for the others: at the top dose activity change, negative = inhibition, most hits filed as inhibitors; further: on the % scale 0 is the no-effect control and ±100 the full control effect; nearly all actives have a fitted effect of over 60% in size
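BAZ2B (50 nM) with biotin-H3(5-23)K14Ac peptide (50 nM) in PBS pH 7.4, 0.01% Tween-20, preformed 30 min, then compound 30 min at room temperature; top concentration 110uM. AlphaScreen streptavidin donor/nickel chelate acceptor beads (10 ug/mL final), 20 min dark, signal read.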
BLM inh: inhibitors of human Bloom syndrome helicase BLM; P54132; recombinant BLM DNA unwinding, fluorescence dequenching; Potency, µM (top dose mostly 56.1 µM), without a hit: at the highest dose activity change, negative = inhibition, actives largely listed as inhibitors; hit rate 0.2% among 350,000;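 further: plate controls were vehicle for no effect and no enzyme for full effect; nearly all actives have a fitted effect of over 35% in size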
GLS inhibitor: inhibitors of human glutaminase (GLS) | GLS enzymatic activity, qHTS titration | hit rate 0.21% among 410,000 | Potency, µM (series often up to 45.5 µM), inactives show at the highest dose activity change, negative = inhibition, hits mostly inhibitors | O94925 | AID 624170; further: on the % scale 0 is the no-effect control and ±100 the full control effect
Target sequence (O94925 whole entry, looked up): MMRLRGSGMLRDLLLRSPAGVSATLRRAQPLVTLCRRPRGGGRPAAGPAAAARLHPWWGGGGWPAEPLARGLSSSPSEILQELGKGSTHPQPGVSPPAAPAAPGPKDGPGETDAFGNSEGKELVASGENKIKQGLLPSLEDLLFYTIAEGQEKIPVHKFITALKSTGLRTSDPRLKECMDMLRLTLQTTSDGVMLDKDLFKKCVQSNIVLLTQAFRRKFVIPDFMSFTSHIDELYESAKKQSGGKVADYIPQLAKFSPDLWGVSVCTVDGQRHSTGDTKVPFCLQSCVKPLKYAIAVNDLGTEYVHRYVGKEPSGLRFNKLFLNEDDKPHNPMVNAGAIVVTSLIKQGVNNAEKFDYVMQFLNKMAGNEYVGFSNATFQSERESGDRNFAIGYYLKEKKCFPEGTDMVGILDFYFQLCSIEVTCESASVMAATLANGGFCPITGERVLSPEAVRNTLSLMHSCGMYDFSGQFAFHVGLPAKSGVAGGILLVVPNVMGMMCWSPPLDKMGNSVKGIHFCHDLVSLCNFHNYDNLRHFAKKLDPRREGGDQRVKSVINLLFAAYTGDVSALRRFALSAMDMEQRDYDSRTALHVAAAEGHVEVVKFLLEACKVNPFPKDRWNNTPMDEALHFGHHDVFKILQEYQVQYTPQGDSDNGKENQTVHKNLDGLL
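Compounds were pin-transferred onto hKGA, after which L-glutamine (1 mM solution) and a detection mix of glutamate oxidase, HRP and Amplex Red were added. Initial and 30 min RT fluorescence reads were collected.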
G9a block: inhibitors of human histone lysine methyltransferase G9a; G9a H3K9 monomethylation, AlphaScreen, 2 h; Potency, µM (series often up to 102 µM), for the others: at the highest dose activity, negative = inhibition, most hits filed as inhibitors; AID 504332; hit rate 8.8% among 350,000; further: on the % scale 0 is the no-effect control and ±100 the full control effect; nearly all actives have a fitted effect of over 75% in size
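Readings reflect AlphaScreen signal from monomethyl-H3K9 antibody detection. HMT at 20 nM; substrate b-H3K9 500 nM; cofactor SAM 20 uM; 2 h RT reaction; compounds tested as titrations in qHTS with 15 min preincubation.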
Active calls of the source: *; i = inactive; ? = inconclusive; / = not tested or not shown; & = joins results of further samples; [ ] = remark or other dose. Unless noted, the call rests on the fitted dose curve; in most records, active means well fitted curve in the direction sought with a large enough effect; inconclusive means small, poorly fitted or top-dose-only effect, or another doubt; inactive means no such curve, though single readings can be large; an effect the other way counts as inactive or inconclusive. Potency means the concentration at half of the fitted maximal effect. This is a subset. The share of hits here may be higher or lower than overall.

SMILES	Tb PGK inh	Pin1 inh	JMJD2A Tudor	Pol iota inh	HP1b chromo inh	BAZ2B block	BLM inh	GLS inhibitor	G9a block
N#Cc1ccc(C(=O)NC2CCCc3ccccc32)cc1 (stereo unspecified)	-1%	-2%	7%	21%	48%[activator]	4%	-1%	-11%	50µM*
COc1ccccc1NC(=O)OCC#CCOC(=O)Nc1ccccc1OC	-4%	13%	6%	21%	75%[activator]	12%	-7%	-2%	0%
CN(C)C1=NCCN1CC1CCCC1	-10%	1%	-25%	?	22%	9%	/	-1%	-1%[2.33 µM]
COc1cc(OC)c2c(c1O)OC(c1ccccc1)CC2=O (stereo unspecified)	-23%	0%	?	13µM*	-7%	-29%	-18%	-21%	10%[12.7 µM]
CC(=Nc1ccc(C)c(C)c1)C1=C(O)CCC1=O	-3%	-13%	3%	14%	11%	?	0%	7%	?
COc1ccc(Br)cc1CNC(=O)C1CCCN(S(C)(=O)=O)C1 (stereo unspecified)	/	0%	-10%	2%	12%	9%	-9%	0%	-2%[12.7 µM]
CCOC(=O)N1CCN(C(c2cccnc2)c2ccc3cccnc3c2O)CC1 (stereo unspecified)	-2%	-14%	18µM*	46%[activator]	8.9µM*	16µM*	-8%	22%	0.32µM*
COc1ccc(C2/C(=C(/O)c3ccccc3)C(=O)C(=O)N2c2ccccn2)cc1OC (stereo unspecified)	-1%	-12%	-18%	49%[activator]	0%	-30%	-1%	-23%	/
C=CCN1C(=O)CC(C(=O)NC)SC1=Nc1ccc(C(=O)OCC)cc1 (stereo unspecified)	-3%	-5%	-2%	?	38%	3%	1%	4%	9%[12.7 µM]
COC(=O)CC(c1ccc(C(C)C)cc1)n1cccc1 (stereo unspecified)	1%	3%	-26%	27%	-2%	-16%	0%	-1%	-32%
Cc1ccc(C)c(NC(=O)C2CC3c4ccccc4C2c2ccccc23)c1 (stereo unspecified)	-7%	-1%	-6%	-8%	-5%	-3%[57.1 µM]	-5%	20%	21%
O=C(c1ccc2c(c1)N(Cc1ccc(F)cc1)C(=O)c1ccccc1S2(=O)=O)N1CCCCC1	/	?	-31%	-12%	7%	-25%	-3%	1%	0%[59 µM]
CC1CCN(S(=O)(=O)c2ccc(S(=O)(=O)N3CCCC3)cc2)CC1	-8%	-4%	-3%	137%[activator]	23%	-18%	-1%	1%	-25%
COc1cccc(OCCNc2cc(N3CCOCC3)ccc2[N+](=O)[O-])c1	2%	3%	-33%	3%	-13%	?	-6%	-2%	?
COc1ccccc1NC(=O)CSc1nnc(-c2ccc(C)cc2)o1	i	0%	-1%	12%	31%	-28%	1%	1%	-29%
COc1ccc(N2C(=O)CCSC23C(=O)N(Cc2ccc(F)cc2)c2ccccc23)cc1 (stereo unspecified)	-4%	2%	-36%	14%	-7%	-5%[57.1 µM]	-6%	-10%	?
CCOC(=O)C1CCN(C(=O)CNC(=O)c2nn(-c3ccc(OC)c(Cl)c3)c(=O)c3ccccc23)CC1	i	17%	-8%	61%[activator]	17%	5%	0%	-4%	22%
Cc1ccc(NC(=O)Cn2c(/C=C/c3ccccc3)nc3ccccc32)cc1C	i	17%	-26%	2%	25%	-6%	-1%	4%	3%[59 µM]
CC(C)CCNC(=O)C(C)N(C(=O)c1snc(C(N)=O)c1N)c1cnc2ccccc2c1 (stereo unspecified)	-6%	-4%	-22%	92%[activator]	7%	/	-3%	14%	-47%
O=C(O)CC(NS(=O)(=O)c1cccc2nsnc12)c1ccc(F)cc1 (stereo unspecified)	-4%	-6%	10%	-5%	22%	7%	-1%	6%	-25%
O=C(NC1CC1)C1=C[C@H](c2coc3ccccc3c2=O)C[C@H](OCc2ccc(CO)cc2)O1	-10%	-15%	-5%	85%[activator]	38%	/	/	3%	/
O=C(CS(=O)(=O)c1ccccc1)N1CCN(c2ccccc2)CC1	5%	5%	-20%	40%[activator]	35%	0%	/	0%	-34%
Cc1noc(C)c1COc1ccc(C(=O)N(C)CCOc2ccccc2)cc1	-8%	0%	-7%	19%	27%	13%	/	1%	-10%[59 µM]
COc1ccc(CCN2C(=O)NC(NS(=O)(=O)c3ccc(N)cc3)(C(F)(F)F)C2=O)cc1OC (stereo unspecified)	0%	-4%	9%	2%	18%	8%	1%	1%	16%
COc1ccc(N2CCN(c3ncnc4scc(-c5ccc(F)cc5)c34)CC2)cc1	-3%	20%	22µM*	-3%	?	7.9µM*	-10%	8%	10µM*

Carrying on.
SMILES	Tb PGK inh	Pin1 inh	JMJD2A Tudor	Pol iota inh	HP1b chromo inh	BAZ2B block	BLM inh	GLS inhibitor	G9a block
Cc1cc(C)n(-c2cccc(Cl)c2)c(=O)c1C#N	-2%	6%	-3%	37%[activator]	28%	9%	-2%	0%	0%
Cc1cc(C)nc(N/N=C/C2=C(N3CCOCC3)C(=C/c3ccccc3)/CC2)n1	i	10%	-28%	13%	-24%	?	?	19%	10µM*
COc1ccc(-c2cc(=O)oc3c(C)c(OCC(=O)Nc4cccnc4)ccc23)cc1	i	211%[activator]	-26%	9%	24%	-27%	-6%	-1%	17%
CC(=O)c1ccc(OCC(O)CN2C(C)(C)CC(O)CC2(C)C)cc1 (stereo unspecified)	1%	0%	-12%	31%[activator]	19%	0%	2%	-3%	14%
CN(C)c1ccc(CNS(=O)(=O)c2csc(C(N)=O)c2)cc1	-4%&-1%	1%&-8%	-17%&-30%	-10%&4%	15%&-3%	-11%&-14%	2%&-4%	?	50µM*
N#Cc1ccc(NC(=O)COC(=O)CCNS(=O)(=O)c2ccccc2)cc1	i	1%	2%	-20%	38%	-1%	5%	0%	-5%[59 µM]
CCOC(=O)c1ccccc1NC(=O)CCNC(=O)Cn1cnc2ccccc2c1=O	i	0%	14%	14%	26%	7%	2%	-5%	15%[59 µM]
COc1c(C)cc(C(=O)C2CCCN(Cc3c(C)n(C)n(-c4ccccc4)c3=O)C2)cc1C (stereo unspecified)	1%	1%	2%	184%[activator]	34%	0%	-13%	1%	/
CCc1cc2c(cc3c(=O)n(CC(=O)N4CCN(c5cccc(C)c5C)CC4)nc(CC)n32)s1	8%	9%	-20%	35%[activator]	9%	-15%	-2%	6%	-6%[59 µM]
O=C(COC(=O)/C=C/c1ccc(OC(F)F)cc1)NC1CCCCCC1	i	-1%	-1%	-10%	15%	/	/	-12%	/
Cc1ccc(Cn2c(CCNc3nc(-c4ccc(C)cc4)cs3)nc3cc(C(=O)NCCCO)ccc32)cc1	4%	13%	?	?	30%	/	/	-1%	/
COc1cc(/C=N/NC(=O)C(=O)N2CCCCCC2)ccc1O	3%	-6%	-7%	127%[activator]	28%	-2%	-1%	8.9µM*	/
COc1ccc(CN(Cc2ccc(C(=O)O)cc2)C(=S)Nc2ccccc2F)cc1OC	-2%	-6%	-12%	37%[activator]	35%	-4%	3%	-3%	-40%

Six of the entries above in order of the GLS inhibitor value, highest first.
SMILES	Tb PGK inh	Pin1 inh	JMJD2A Tudor	Pol iota inh	HP1b chromo inh	BAZ2B block	BLM inh	GLS inhibitor	G9a block
Cc1cc(C)nc(N/N=C/C2=C(N3CCOCC3)C(=C/c3ccccc3)/CC2)n1	i	10%	-28%	13%	-24%	?	?	19%	10µM*
CCc1cc2c(cc3c(=O)n(CC(=O)N4CCN(c5cccc(C)c5C)CC4)nc(CC)n32)s1	8%	9%	-20%	35%[activator]	9%	-15%	-2%	6%	-6%[59 µM]
N#Cc1ccc(NC(=O)COC(=O)CCNS(=O)(=O)c2ccccc2)cc1	i	1%	2%	-20%	38%	-1%	5%	0%	-5%[59 µM]
CC(=O)c1ccc(OCC(O)CN2C(C)(C)CC(O)CC2(C)C)cc1 (stereo unspecified)	1%	0%	-12%	31%[activator]	19%	0%	2%	-3%	14%
CCOC(=O)c1ccccc1NC(=O)CCNC(=O)Cn1cnc2ccccc2c1=O	i	0%	14%	14%	26%	7%	2%	-5%	15%[59 µM]
O=C(COC(=O)/C=C/c1ccc(OC(F)F)cc1)NC1CCCCCC1	i	-1%	-1%	-10%	15%	/	/	-12%	/
